Source: PubChem (several laboratories)
eIF4E-4G inh = eIF4E–eIF4G protein interaction inhibitors, primary screen, biochemical, uHTS, TR-FRET, eIF4GI fragment. Eukaryotic translation initiation factor 4E (Mus musculus) + Eukaryotic translation …. TR-FRET eIF4E-eIF4GI(517-606) binding, 2 h. inhibition, % at 21.7 µM. actives 0.37% (n = 220,000). AID 782, 2007;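 note: 0% = full FRET control wells and 100% = background wells lacking eIF4GI fragment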
Target sequence (P63073 whole entry, looked up, the tested form may be a part): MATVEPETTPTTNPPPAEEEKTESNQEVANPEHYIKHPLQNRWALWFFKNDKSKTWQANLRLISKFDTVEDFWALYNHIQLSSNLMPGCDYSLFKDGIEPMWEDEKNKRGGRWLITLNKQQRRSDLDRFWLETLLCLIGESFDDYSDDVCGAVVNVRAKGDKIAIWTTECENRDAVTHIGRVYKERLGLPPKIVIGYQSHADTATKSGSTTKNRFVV
Target sequence (Q04637 whole entry, looked up, the tested form may be a part): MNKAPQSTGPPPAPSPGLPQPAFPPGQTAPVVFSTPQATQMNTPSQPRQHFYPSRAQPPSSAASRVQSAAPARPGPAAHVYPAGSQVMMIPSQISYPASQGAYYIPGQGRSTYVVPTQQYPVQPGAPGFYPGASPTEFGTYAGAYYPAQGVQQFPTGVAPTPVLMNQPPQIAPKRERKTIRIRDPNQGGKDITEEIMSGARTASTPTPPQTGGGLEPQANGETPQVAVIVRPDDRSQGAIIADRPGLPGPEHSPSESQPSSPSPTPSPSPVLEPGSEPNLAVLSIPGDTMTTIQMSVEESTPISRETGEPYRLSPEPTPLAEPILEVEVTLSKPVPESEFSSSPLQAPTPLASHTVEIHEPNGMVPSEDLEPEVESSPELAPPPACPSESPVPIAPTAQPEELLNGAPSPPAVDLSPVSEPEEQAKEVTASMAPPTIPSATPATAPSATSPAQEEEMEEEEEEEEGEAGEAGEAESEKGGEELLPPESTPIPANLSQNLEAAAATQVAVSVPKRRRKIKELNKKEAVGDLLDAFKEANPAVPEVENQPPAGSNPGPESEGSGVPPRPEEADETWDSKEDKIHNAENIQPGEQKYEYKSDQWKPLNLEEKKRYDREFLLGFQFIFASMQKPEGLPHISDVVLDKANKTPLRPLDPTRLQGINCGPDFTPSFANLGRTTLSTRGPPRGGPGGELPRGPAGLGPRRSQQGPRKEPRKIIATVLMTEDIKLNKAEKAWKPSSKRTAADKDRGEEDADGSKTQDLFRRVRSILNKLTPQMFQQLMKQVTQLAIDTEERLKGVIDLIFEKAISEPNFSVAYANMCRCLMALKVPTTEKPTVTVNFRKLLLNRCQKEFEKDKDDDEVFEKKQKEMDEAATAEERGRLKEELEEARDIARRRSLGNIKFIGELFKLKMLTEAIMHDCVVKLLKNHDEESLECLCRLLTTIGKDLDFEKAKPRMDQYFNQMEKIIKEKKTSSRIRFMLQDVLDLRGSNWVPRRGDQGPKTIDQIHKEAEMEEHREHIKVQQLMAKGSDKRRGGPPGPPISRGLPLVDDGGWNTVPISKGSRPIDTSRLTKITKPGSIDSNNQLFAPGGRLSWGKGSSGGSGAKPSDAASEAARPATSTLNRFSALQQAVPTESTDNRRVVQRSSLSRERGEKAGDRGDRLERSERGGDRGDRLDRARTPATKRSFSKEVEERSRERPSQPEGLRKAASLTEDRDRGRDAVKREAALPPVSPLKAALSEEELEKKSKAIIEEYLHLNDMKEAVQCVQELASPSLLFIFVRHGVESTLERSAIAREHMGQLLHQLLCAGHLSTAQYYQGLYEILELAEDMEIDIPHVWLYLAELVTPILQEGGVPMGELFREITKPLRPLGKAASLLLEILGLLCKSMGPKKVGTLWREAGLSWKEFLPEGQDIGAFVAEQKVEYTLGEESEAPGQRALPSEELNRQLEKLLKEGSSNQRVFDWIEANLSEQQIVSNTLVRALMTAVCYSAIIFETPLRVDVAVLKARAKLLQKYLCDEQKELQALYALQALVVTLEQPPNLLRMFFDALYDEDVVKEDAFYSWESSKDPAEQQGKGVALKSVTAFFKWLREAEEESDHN
KLK5 inh = human KLK5 protease inhibitors, primary screen, biochemical, 1536-well | inhibition, % at 5 µM | actives 0.59% (n = 210,000) | Kallikrein-5 (Homo sapiens), Q9Y337 | recombinant hK5, fluorogenic AMC substrate cleavage;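 active = inhibition of 40% or more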;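 note: 0% = enzyme controls without compound and 100% = no-enzyme blanks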
Furin inh = human furin inhibitors, primary screen, biochemical, fluorescence intensity | purified furin, fluorogenic substrate cleavage | inhibition, % at 30 µM | actives 0.061% (n = 220,000); in the data active = inhibition above about 25%; note: inactives centre near -15
14-3-3 Bad PPI = inhibitors of 14-3-3 zeta/Bad binding, primary screen, biochemical, TR-FRET, bovine 14-3-3 zeta; 14-3-3 protein zeta/delta (Bos taurus), P63103; TR-FRET 14-3-3zeta/Dy647-pBad peptide displacement, 1 h; inhibition, % at 21.7 µM; actives 0.71% (n = 220,000);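 active = inhibition above about 70%, limit read from the data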;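 note: 0% = full 14-3-3 plus peptide FRET controls and 100% = background without 14-3-3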
thrombin 1536 = human alpha-thrombin inhibitors, primary screen, counter-screen for coagulation protease inhibitor project, biochemical, 1536-well, fluorogenic AMC substrate. Prothrombin (Homo sapiens), P00734. Boc-VPR-AMC fluorogenic substrate cleavage. inhibition, % at 5 µM. actives 0.26% (n = 220,000);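 active = inhibition at or above 40%; inactive = inhibition below 40%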;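 note: 0% = enzyme with no compound and 100% = wells without enzyme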
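System: human alpha-thrombin protein; Compound dosing: one concentration per compound, 5 µM, with 0.2% DMSO; Timing: reaction at room temperature; Technique: AMC fluorescence, 355/460 nm; Controls: enzyme without compound as high, wells lacking enzyme as low.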
NCF1 inh = p47phox/p22phox peptide binding inhibitors, primary screen, biochemical, uHTS, NADPH oxidase regulatory subunit; Neutrophil cytosol factor 1 (Homo sapiens), P14598; inhibition, % at 24.7 µM; fluorescence polarization, 2 h; actives 0.53% (n = 220,000);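 note: 0% = p47phox with labelled peptide and 100% = labelled peptide alone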
KCC2 mod = KCC2 cotransporter modulators, thallium flux, primary screen, cell-based, HEK293 KCC2, FluoZin-2 fluorescence, MLSMR; Solute carrier family 12 member 5 (Homo sapiens), Q9H2X9; KCC2 cells, thallium flux FluoZin-2 fluorescence; B-score of Tl+ flux slope (higher = more flux/activation; lower = inhibition) at 10 µM; actives 2.2% (n = 190,000);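 active = thallium flux slope and its plate-corrected score both differing from the plate sample mean at a set confidence after two filtering rounds, in either direction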;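 note: slope of fluorescence scaled to starting intensity during 10 to 20 s after thallium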
EBV gp42 inh = Epstein-Barr virus gp42 inhibitors, primary screen, biochemical, uHTS, fluorescence polarization; Glycoprotein 42 (Epstein-Barr virus (strain AG876)), Q1HVG2; Fluorescence polarization binding assay, mP read-out; inhibition, % (tested at 21.74 µM); actives 0.42% (n = 220,000); in the data active = inhibition above about 50%
Rad51 HR inh = human RAD51 strand exchange inhibitors, primary screen, biochemical, fluorescence; DNA repair protein RAD51 homolog 1 (Homo sapiens), Q06609; hRad51 DNA strand exchange, fluorescence dequenching; inhibition, % at 10 µM; actives 0.085% (n = 200,000); AID 1385, 2008;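 active = inhibition above 40% at the single screening dose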;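 note: 0% = DMSO control wells and 100% = blanks with heterologous ssDNA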
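System: human Rad51 nucleoprotein filaments preassembled on unlabelled ssDNA. Reagent: labelled 47-mer dsDNA for strand exchange. Schedule: 30-min compound preincubation and 15-min exchange, both room temperature. Measured by: FRET fluorescence dequenching, excitation 485 nm, emission 520 nm. Read-out: Fluorescence-based percent inhibition, control- and blank-normalised. Benchmarks: plate controls and plate blanks.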
An asterisk follows results filed as active; / = not tested or not shown; [ ] = remark or other dose.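 Rule for the calls, unless noted: active = inhibition above about 30% (limit read from the data); inactive = the rest.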

Preview:
SMILES | eIF4E-4G inh | KLK5 inh | Furin inh | 14-3-3 Bad PPI | thrombin 1536 | NCF1 inh | KCC2 mod | EBV gp42 inh | Rad51 HR inh
Cc1cc(C(=O)O/N=C(\N)c2ccc(C(C)(C)C)cc2)no1 | 3 | 4 | -15 | 5 | 4 | -1 | -0.075 | -5 | -18
CC(=O)Nc1ccc(OCCCNC(=O)c2c(-c3ccccc3)noc2C)cc1 | 35* | -2 | -23 | -14 | -3 | -10 | -0.5 | 1 | 13
COc1ccc(CN2CCNC(=O)C2CC(=O)N(C)Cc2ccon2)c(OC)c1 (stereo unspecified) | -1 | 3 | -39 | -2 | 1 | -12 | 0.22 | -16 | 5
COc1ccc(S(=O)(=O)NC2CCCCC2)cc1-n1cnnn1 | 2 | -2 | -23 | -7 | -10 | -2 | 0.72 | -7 | 2
O=C(CSc1nnc(-c2ccncc2)n1-c1ccc(Cl)cc1)NCc1cccs1 | -2 | -22 | -12[20 µM] | -5 | 4 | -15 | 0.49 | -23 | -14
COC(=O)c1cc(OC)c(OC)cc1N=CC1=C(O)CC(C)(C)CC1=O | 0 | -9 | 11 | 1 | 4 | 10 | 0.059 | -7 | -9
CCC(C)[C@H](NC(=O)NCc1ccccn1)C(=O)OC (stereo partly specified) | -1 | -6 | -8[20 µM] | -5 | -1 | -2 | -0.32 | -2 | -1
NCCCC[C@@H]1NC(=O)c2cc([N+](=O)[O-])cc(F)c2NCCCC[C@@H](C(N)=O)NC(=O)[C@H](CCC(N)=O)NC1=O | 6[fluorescence artefact?] | -10 | 1 | 3[fluorescence artefact?] | -2 | 3 | -0.48 | -7 | -6
COc1cc([N+](=O)[O-])ccc1NC(=O)COC(=O)c1n[nH]c2ccccc12 | 3 | -15 | -2 | 6[fluorescence artefact?] | -6 | -23 | -1.5 | -7 | 5
O=C(N/N=C/C=C\c1ccccc1[N+](=O)[O-])c1ccncc1 | 1 | -2 | -5 | -12 | -7 | 2 | -0.55 | -19 | 1

All compounds of this part, from the first entry:
SMILES | eIF4E-4G inh | KLK5 inh | Furin inh | 14-3-3 Bad PPI | thrombin 1536 | NCF1 inh | KCC2 mod | EBV gp42 inh | Rad51 HR inh
Cc1cc(C(=O)O/N=C(\N)c2ccc(C(C)(C)C)cc2)no1 | 3 | 4 | -15 | 5 | 4 | -1 | -0.075 | -5 | -18
CC(=O)Nc1ccc(OCCCNC(=O)c2c(-c3ccccc3)noc2C)cc1 | 35* | -2 | -23 | -14 | -3 | -10 | -0.5 | 1 | 13
COc1ccc(CN2CCNC(=O)C2CC(=O)N(C)Cc2ccon2)c(OC)c1 (stereo unspecified) | -1 | 3 | -39 | -2 | 1 | -12 | 0.22 | -16 | 5
COc1ccc(S(=O)(=O)NC2CCCCC2)cc1-n1cnnn1 | 2 | -2 | -23 | -7 | -10 | -2 | 0.72 | -7 | 2
O=C(CSc1nnc(-c2ccncc2)n1-c1ccc(Cl)cc1)NCc1cccs1 | -2 | -22 | -12[20 µM] | -5 | 4 | -15 | 0.49 | -23 | -14
COC(=O)c1cc(OC)c(OC)cc1N=CC1=C(O)CC(C)(C)CC1=O | 0 | -9 | 11 | 1 | 4 | 10 | 0.059 | -7 | -9
CCC(C)[C@H](NC(=O)NCc1ccccn1)C(=O)OC (stereo partly specified) | -1 | -6 | -8[20 µM] | -5 | -1 | -2 | -0.32 | -2 | -1
NCCCC[C@@H]1NC(=O)c2cc([N+](=O)[O-])cc(F)c2NCCCC[C@@H](C(N)=O)NC(=O)[C@H](CCC(N)=O)NC1=O | 6[fluorescence artefact?] | -10 | 1 | 3[fluorescence artefact?] | -2 | 3 | -0.48 | -7 | -6
COc1cc([N+](=O)[O-])ccc1NC(=O)COC(=O)c1n[nH]c2ccccc12 | 3 | -15 | -2 | 6[fluorescence artefact?] | -6 | -23 | -1.5 | -7 | 5
O=C(N/N=C/C=C\c1ccccc1[N+](=O)[O-])c1ccncc1 | 1 | -2 | -5 | -12 | -7 | 2 | -0.55 | -19 | 1
CC(C)(C)C(=O)CNCC(=O)C(C)(C)C | 1 | 5 | -33 | -6 | -13 | 0 | 0.3 | -35 | 32
COC(=O)c1cc(NS(=O)(=O)c2ccc(N3CCC(C)CC3)c([N+](=O)[O-])c2)cc(C(=O)OC)c1 | 0 | 4 | -10 | 6 | -8 | -7 | -0.25 | 8 | -14
CS(=O)(=O)NCc1ccc(C(=O)NC2CCCCC2)cc1 | -4 | 14 | -11[20 µM] | 4[fluorescence artefact?] | 3 | -3 | / | -8 | 3
COc1ccc(C2CC(c3cccs3)=NN2C(=O)COC(=O)C2CCCCC2)cc1OC (stereo unspecified) | 2 | 6 | -9 | 10 | -1 | -15 | -2.5 | 0 | -1
COCC(=O)N1CCC(n2nnc3cc(F)ccc32)CC1 | -7[fluorescence artefact?] | 5 | -24 | -3[fluorescence artefact?] | -3 | -11 | 0.42 | -28 | 6
COCCn1c(=O)[nH]c(=O)c2cc(C(=O)c3cc(OC)ccc3O)cnc21 | -5 | -5 | -3 | -10 | -12 | -20 | -0.44 | 14 | -1
O=[N+]([O-])c1ccc(O)c(C=Nc2ccc3nc(-c4ccccc4)[nH]c3c2)c1 | -1 | -20 | -13 | 50 | -11 | -8 | 0.4 | 5 | -40
COc1cccc(OCC(=O)NN=C2c3ccccc3-c3ccccc32)c1 | -9 | 6 | -5[20 µM] | 22 | 4 | 26 | 0.57 | 10 | -6
COCCCNC(=O)[C@H](CSCc1ccccc1)N1Cc2ccccc2C1=O | -3 | -5 | -9 | 3 | -7 | -18 | -2.2 | -11 | -6
Cc1cc(N=Cc2c(O)ccc3cc(Br)ccc23)no1 | 2[fluorescence artefact?] | -17 | -9 | 2[fluorescence artefact?] | -5 | 2 | 1.2 | 0 | 0
CCC(C(=O)O)n1nnc(-c2ccc(-c3ccc(OC)cc3)cc2)n1 (stereo unspecified) | 8 | 4 | -7 | 47 | -3 | 2 | -0.35 | 6 | -6
O=C(Nc1ccccc1Cl)c1ccc(COc2ccc3c(c2)CCC3)cc1 | -6 | -8 | -15 | 4 | -14 | -10 | 1.5 | -2 | -2
COc1ccc(OC)c(C2C(C(=O)c3cccs3)=C(O)C(=O)N2c2cc(C)on2)c1 (stereo unspecified) | -5[fluorescence artefact?] | 2 | -17[20 µM] | -2[fluorescence artefact?] | -6 | -8 | -0.42 | -3 | 6
COC(=O)Cc1[nH]n(-c2nc3ccccc3s2)c(=O)c1C(C)=Nc1ccc(OC)cc1 | 1 | 3 | -18 | 67 | 2 | -114 | -0.39 | -9 | 10
Clc1ncn(C23CC4CC(CC(C4)C2)C3)n1 | -3 | -41 | -5 | 10 | 1 | -11 | -0.038 | -22 | -10
The list continues.
SMILES | eIF4E-4G inh | KLK5 inh | Furin inh | 14-3-3 Bad PPI | thrombin 1536 | NCF1 inh | KCC2 mod | EBV gp42 inh | Rad51 HR inh
O=Cc1s/c(=N\S(=O)(=O)c2ccccc2)n(CCCCl)c1Cl | -1 | 3 | -4 | -3 | -4 | -7 | -2.6 | -11 | -1
COc1cccc(CNC(=O)N[C@@H](CC(C)C)C(=O)O)c1 | -4 | 5 | -18[20 µM] | -7 | -1 | -7 | 0.83 | -11 | 2
CC(C)C(=O)Nc1nc2cc3c(cc2s1)OCCO3 | 0 | -2 | -21 | 4 | -3 | -17 | 1.5 | -5 | 20
O=C(CN1CCN(C/C=C/c2ccccc2)CC1)Nc1ccccc1C(=O)NC1CC1 | -3 | -3 | -4 | 13 | -15 | -3 | -1.7 | -4 | /
O=S(=O)(NCc1ccccn1)c1cc(OCC(F)(F)F)ccc1OCC(F)(F)F | 3 | 8 | -40 | 1 | -1 | -3 | -0.21 | -9 | 11
N=c1c2c3c(sc2ncn1N)CCCC3 | 5 | -1 | -23 | -4 | -7 | 1 | 1.3 | -28 | 0
CCS(=O)(=O)N1Cc2ccccc2CC1C(=O)Nc1ccc(OC)cc1 (stereo unspecified) | 1 | -5 | -18 | 4 | -16 | -8 | 0.62 | -25 | -2
O=C(Nc1cccc(Cl)c1)c1ccc(Cn2cc(Cl)cn2)cc1 | -3 | -7 | -14 | 6 | -5 | -19 | -0.99 | 13 | -5
Cc1cc(=O)oc(C)c1C(=O)N1CCN(Cc2ccc3c(c2)OCO3)CC1 | 8 | 6 | -28 | 19 | 3 | 0 | / | -23 | 1
Cc1ccc(-c2nnn(Cc3nc(N)nc(N4CCOCC4)n3)n2)cc1 | 2 | 2 | -14 | -4 | -1 | -3 | -0.035 | -7 | 3
CC(C)(C)c1ccc(SCCc2cccnc2)cc1 | 5 | -9 | -7 | -4 | 0 | 3 | -0.33 | -15 | 8
Cc1ccc2cc(CCNS(=O)(=O)c3ccc(F)cc3)c(=O)[nH]c2c1C | 6 | 2 | -26 | 14 | 1 | -8 | -1.3 | -10 | /
Nc1c(C(=O)N/N=C/c2cccnc2)oc2nc(-c3ccccc3)cc(-c3ccco3)c12 | 5 | 0 | -7 | -5 | 2 | -17 | -0.67 | -48 | -294
COc1ccccc1N1CC(C)(C)C(=O)N(C(=O)c2ccc(C)cc2)C1=S | 3 | -5 | -7 | -1 | 0 | -3 | -0.035 | -10 | -25
C=CCn1c(C)nnc1SCC(=O)c1[nH]c(C)c(C(C)=O)c1C | -5 | -2 | -11 | 0 | -7 | -11 | -0.12 | 1 | 12
Cc1cccc(NC(=O)/C(C#N)=C\c2ccc(C(=O)O)cc2)c1 | -4 | 4 | -22 | -7 | 5 | -2 | / | -5 | 13
COc1cccc(C(=O)NCCN2C(=O)S/C(=C/c3cccs3)C2=O)c1OC | -7 | -1 | -22 | -10 | 2 | -7 | -0.19 | 9 | -6
Cc1c(C(=O)O)cccc1-n1c(C)cc(/C=N/Nc2ccc([N+](=O)[O-])cn2)c1C | 1 | 6 | -12 | -6 | -5 | -8 | -1 | -12 | /
COc1ccc(N2CCN(CCCNC(=O)C3(S(=O)(=O)c4ccc(Cl)cc4)CC3)CC2)cc1 | -1 | 5 | -31 | -5 | 2 | -11 | -0.98 | -8 | /
